# High-throughput results from PubChem.
# GSTO1 counter: counter-screen for RBBP9 inhibitors: inhibitors of human GSTO1; 300,000 tested, 1.1% active; P78417; AID 1974; recombinant GSTO1, activity-based probe fluorescence polarization; inhibition, % at 5.96 µM;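 active = inhibition above the campaign mean inhibition plus 3 SD, cut at about 35% in these data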;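 also: 0% = GSTO1-1 with DMSO and 100% = wells lacking GSTO1-1 enzyme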
# LYPLA1 counter: counter-screen for PME1 inhibitors: inhibitors of human LYPLA1; O75608; recombinant LYPLA1, FP-Rh probe fluorescence polarization; inhibition, % at 5.9 µM; 320,000 tested, 0.16% active;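 active = inhibition above the mean of all tested compounds plus 3 SD, set per campaign, cut at about 14% in these data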;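 also: inhibitors block serine hydrolase probe labeling of LYPLA1 so polarization falls; 0% = enzyme with DMSO and 100% = wells lacking LYPLA1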
# Target sequence (O75608 whole entry, looked up): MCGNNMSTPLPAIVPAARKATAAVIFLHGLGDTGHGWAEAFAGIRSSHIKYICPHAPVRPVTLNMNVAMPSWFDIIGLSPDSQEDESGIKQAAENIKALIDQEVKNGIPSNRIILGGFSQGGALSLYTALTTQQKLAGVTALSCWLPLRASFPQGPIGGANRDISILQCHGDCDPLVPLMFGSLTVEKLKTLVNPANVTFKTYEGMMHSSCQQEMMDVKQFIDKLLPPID
# pPAFAH inh: inhibitors of human plasma PAF acetylhydrolase (pPAFAH) | Q13093 | recombinant pPAFAH, FP-rhodamine probe fluorescence polarization | inhibition, % at 3.39 µM | 330,000 tested, 1.5% active;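 active = inhibition above the mean inhibition across the screen plus 3 SD, cut at about 25% in these data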;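 also: inhibitors block binding of the rhodamine activity-based probe so polarization drops; 0% = enzyme with DMSO and 100% = wells lacking pPAFAH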
# PAFAH2 FP inh: PAFAH2 (human) inhibition; Q99487; recombinant PAFAH2, FP-rhodamine activity probe, fluorescence polarization; inhibition, % at 3.39 µM; 340,000 tested, 0.99% active;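 active = inhibition above the mean over all tested compounds plus 3 SD, cut at about 30% in these data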;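 also: inhibitors block probe labeling of enzyme so polarization drops; 0% = enzyme with DMSO and 100% = wells lacking PAFAH2 protein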
# PAFAH1B3 FP inh: PAFAH1B3 (human) inhibition | Q15102 | inhibition, % at 3.39 µM | AID 492972 | 340,000 tested, 0.28% active | recombinant PAFAH1B3, FP-rhodamine probe, fluorescence polarization;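 active = inhibition above the screen-wide average of all tested compounds plus 3 SD, cut at about 25% in these data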;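 also: 0% = enzyme with DMSO only and 100% = wells lacking PAFAH1B3 protein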
# PAD4 inh: inhibitors of human PAD4. recombinant PAD4, RCA probe fluorescence polarization. Q9UM07. AID 485272. inhibition, % at 6.36 µM. 330,000 tested, 0.41% active;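 active = percent inhibition above a cutoff equal to the mean of all tested compounds plus 3 SD, cut at about 15% in these data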;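 also: 0% = PAD4 with RCA probe and DMSO and 100% = probe without PAD4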
# Target sequence (Q9UM07 whole entry, looked up): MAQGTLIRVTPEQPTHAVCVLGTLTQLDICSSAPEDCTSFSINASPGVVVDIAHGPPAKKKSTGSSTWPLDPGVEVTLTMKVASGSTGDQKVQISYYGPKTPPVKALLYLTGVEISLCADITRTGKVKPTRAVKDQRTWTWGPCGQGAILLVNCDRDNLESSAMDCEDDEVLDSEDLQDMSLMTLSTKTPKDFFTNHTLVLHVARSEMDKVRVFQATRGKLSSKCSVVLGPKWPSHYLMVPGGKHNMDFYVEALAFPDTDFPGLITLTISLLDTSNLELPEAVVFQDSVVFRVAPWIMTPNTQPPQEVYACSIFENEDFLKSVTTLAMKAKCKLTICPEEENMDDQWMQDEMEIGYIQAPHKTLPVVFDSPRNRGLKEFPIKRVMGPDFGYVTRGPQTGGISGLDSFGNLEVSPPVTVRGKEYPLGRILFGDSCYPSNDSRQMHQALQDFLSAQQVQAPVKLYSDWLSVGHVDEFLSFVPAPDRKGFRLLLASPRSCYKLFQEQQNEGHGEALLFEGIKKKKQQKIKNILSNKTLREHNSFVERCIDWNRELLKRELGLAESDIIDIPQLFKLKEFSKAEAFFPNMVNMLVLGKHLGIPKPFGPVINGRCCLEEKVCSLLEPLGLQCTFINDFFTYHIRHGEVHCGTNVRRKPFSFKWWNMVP
# PME-1 inh: blocks human protein phosphatase methylesterase 1; Q9Y570; recombinant PME-1, FP-Rh probe fluorescence polarization; inhibition, % at 5.9 µM; 320,000 tested, 0.53% active;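 active = inhibition above the campaign mean of all compounds plus 3 SD, cut at about 26% in these data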;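 also: competitive labeling of PME-1 active site by serine hydrolase directed probe; 0% = PME-1 with DMSO and 100% = wells lacking PME-1 enzyme; inhibitors block probe labeling so polarization falls and inhibition rises; many of its hits are not listed in these tables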
# PAFAH1B2 FP inh: blocks human PAF acetylhydrolase 1b catalytic subunit 2 | recombinant PAFAH1B2, FP-rhodamine activity probe, fluorescence polarization | 340,000 tested, 1.2% active | AID 492953 | inhibition, % at 3.39 µM;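 active = inhibition above the mean of all tested compounds plus 3 SD, cut at about 24% in these data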;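 also: 0% = enzyme with DMSO and 100% = wells lacking PAFAH1B2; many of its hits are not listed in these tables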
# Fam108B inh: blocks mouse Fam108B hydrolase in RBBP9 counter-screen; recombinant Fam108B, FP-Rh probe fluorescence polarization; inhibition, % at 9.51 µM; 300,000 tested, 0.33% active;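 active = inhibition above the screen mean inhibition plus 3 SD, computed separately per campaign, cut at about 18% in these data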;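 also: inhibitors lower polarization as less probe binds the enzyme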
# Numbers without * were called inactive; · = no result given. Some of the compounds tested. The share of hits here may be higher or lower than overall.
SMILES	GSTO1 counter	LYPLA1 counter	pPAFAH inh	PAFAH2 FP inh	PAFAH1B3 FP inh	PAD4 inh	PME-1 inh	PAFAH1B2 FP inh	Fam108B inh
O=C(COc1ccccc1)Nc1c(Cl)ccc2nsnc12	0	1	-1	0	8	1	1	7	-1
COc1cccc(-c2nc3c(c(=O)[nH]c(=O)n3Cc3ccccc3)n2CCO)c1OC(F)F	1	1	-3	-8	3	-1	-1	6	2
C=CCNc1oc(-c2ccco2)nc1S(=O)(=O)c1ccccc1	2	2	-5	3	1	-4	-2	-2	4
CC1=C(C(=O)OC(C)C)C(/C=C/c2ccccc2)NC(=O)N1 (stereo not drawn)	-3	1	7	-1	-2	3	-8	4	0
Cc1ccccc1-n1ncc2c1CC(C)(C)CC2NC(=O)c1cn[nH]c1C (stereo not drawn)	1	1	3	1	1	-1	0	4	0
CCN(Cc1ccccc1)C(c1ccccn1)c1nnnn1C(C)(C)CC (stereo not drawn)	-2	1	9	17	-7	-3	0	1	-5
COc1ccc(C(=O)Nc2ccc(F)cc2F)cc1OC	-5	-2	5	-8	4	-3	-6	5	-4
COC(=O)c1cc(-n2cccc2)ccc1N1CCOCC1	-15	2	-5	-2	-2	-5	-7	5	-4
CCOc1ccc(CC(=O)Nc2nccs2)cc1	17	2	2	3	8	0	2	-7	-3
CCOc1ccc(CC(=O)Nc2c(C(N)=O)oc3ccc(Br)cc23)cc1OCC	7	-1	4	2	4	0	-4	-6	0

# Next records follow.
SMILES	GSTO1 counter	LYPLA1 counter	pPAFAH inh	PAFAH2 FP inh	PAFAH1B3 FP inh	PAD4 inh	PME-1 inh	PAFAH1B2 FP inh	Fam108B inh
Cc1ccc(C(=O)OCC(=O)NC(=O)Cc2ccccc2)c(O)c1	5	0	5	-5	4	3	3	3	-3
Cc1cc(-c2c(C)[nH]n(-c3ccc(Cl)cc3)c2=O)n(-c2ccccc2)n1	3	2	1	-5	-3	-4	-7	8	-3
O/N=C/c1ccc(-c2ccccc2OC(F)(F)F)o1	-9	-3	7	-1	-4	2	-2	-2	2
COc1ccc(S(=O)(=O)N2CCC(C(=O)N3CCc4ccccc4C3)CC2)cc1Cl	3	3	7	-2	13	1	5	0	-1
CN(C)CCN(C(=O)c1ccc2c(c1)OCCO2)c1nc2ccc(Cl)cc2s1	-5	-1	0	-2	4	0	5	-2	0
Nc1cc(N)nc(SCCN2CCCCC2)n1	1	-1	-4	2	9	-6	3	2	-2
Cc1ccc(CNC(=O)COC(=O)CCCOc2ccc(Cl)cc2Cl)cc1	-1	-1	24	-5	7	0	7	6	-1
O=C1c2ccccc2C(=O)N1CCc1ccccc1	0	2	10	3	8	3	5	0	-1
CCOc1ccc(C2C3=C(CCCC3=O)N(CC(=O)O)C3=C2C(=O)CCC3)cc1	24	-2	11	8	6	-15	4	4	0
O=C(NC1CC1)c1cccc(NC(=O)c2cn3ccccc3n2)c1	·	-2	-1	-12	2	1	5	3	·

# Later entries:
SMILES	GSTO1 counter	LYPLA1 counter	pPAFAH inh	PAFAH2 FP inh	PAFAH1B3 FP inh	PAD4 inh	PME-1 inh	PAFAH1B2 FP inh	Fam108B inh
COc1cccc(-n2c([S-])c(C(=O)Nc3ccc(S(=O)(=O)N4CCOCC4)cc3)[n+]3cc(C(N)=O)ccc23)c1	-10	-8	0	-16	1	-3	-12	-3	-15
O=C(N/N=C\c1ccc(O)c([N+](=O)[O-])c1)C1COc2ccccc2O1 (stereo not drawn)	9	-2	9	-14	6	-1	-5	9	1
Cc1ccc2c(c1)C(C)CC(C)(C)N2C(=O)NC1CCCCC1 (stereo not drawn)	-3	1	6	-3	1	-1	-2	-3	-5
O=C(Nc1ccccc1Cl)Nc1cccnc1Cl	-1	0	-2	-3	23	-8	-3	1	2
CC(=O)N1CC=CC1(CC(C)C)C(=O)NCCN1CCOCC1 (stereo not drawn)	3	-2	6	-5	1	0	1	-5	4
O=C(C1CCN(S(=O)(=O)c2ccccc2F)CC1)N1CCN(Cc2ccc3c(c2)OCO3)CC1	·	0	-1	2	7	0	5	4	·
CCC(=O)Nc1ccc(SC#N)cc1C	6	1	2	0	-1	40*	1	-1	3
COc1ccc(-c2nn(CCC#N)cc2C(=O)Nc2cccc(C(=O)O)c2)cc1[N+](=O)[O-]	-14	-4	5	2	5	-2	0	7	-4
O=C1CCC(C(=O)OC(C(=O)Nc2ccc([N+](=O)[O-])cc2Br)c2ccccc2)=NN1 (stereo not drawn)	·	6	4	0	0	5	9	-1	·
Cc1ccc(NC(=O)C2CCCN2C(=O)OC(C)(C)C)cc1C (stereo not drawn)	8	-1	3	2	-5	-8	0	-2	2

# (more compounds)
SMILES	GSTO1 counter	LYPLA1 counter	pPAFAH inh	PAFAH2 FP inh	PAFAH1B3 FP inh	PAD4 inh	PME-1 inh	PAFAH1B2 FP inh	Fam108B inh
O=C(Nc1ccc(F)cc1)Nc1cccc(Br)c1	-42	-24	-5	·	·	-4	-10	·	-4
COc1ccc(OC)c(S(=O)(=O)N2CCC(C(=O)NC(C)c3ccccc3)CC2)c1 (stereo not drawn)	-1	-1	3	-4	1	-1	0	7	0
O=c1c2cn[nH]c2[nH]c(=S)n1-c1ccccc1	6	-1	-3	0	4	4	-3	-1	5
O=C(NCCN1CCCCC1)Nc1ccc(Cl)cc1	4	6	1	3	-1	-4	0	-1	0
O=C1CSC(c2ccccc2F)N1CCN1CCCCC1 (stereo not drawn)	-3	3	5	6	3	0	-7	7	-1
O=C1Nc2ccc(S(=O)(=O)N3CCCC3)c3cccc1c23	-31	-2	5	-6	-4	-6	7	-3	-2
CC12CCC(=O)N1C(C(=O)Nc1ccc(F)cc1)CS2 (stereo not drawn)	3	1	5	-1	1	2	-4	0	2
O=C(NCc1ccccn1)c1ccc(N2CCCC2)c([N+](=O)[O-])c1	-3	0	-2	3	0	2	3	-2	3
CCOC(=O)C1CCN(C(=O)CCCOc2ccccc2)CC1	-7	2	3	-3	11	-2	2	8	1
O=C(NNC1=C(C(=O)C(F)(F)F)CCC1)c1ccccc1Cl	2	-1	9	7	12	-2	6	0	-2

# Compounds listed so far containing a furan ring, fused or not (three):
SMILES	GSTO1 counter	LYPLA1 counter	pPAFAH inh	PAFAH2 FP inh	PAFAH1B3 FP inh	PAD4 inh	PME-1 inh	PAFAH1B2 FP inh	Fam108B inh
C=CCNc1oc(-c2ccco2)nc1S(=O)(=O)c1ccccc1	2	2	-5	3	1	-4	-2	-2	4
CCOc1ccc(CC(=O)Nc2c(C(N)=O)oc3ccc(Br)cc23)cc1OCC	7	-1	4	2	4	0	-4	-6	0
O/N=C/c1ccc(-c2ccccc2OC(F)(F)F)o1	-9	-3	7	-1	-4	2	-2	-2	2

# The list goes on.
SMILES	GSTO1 counter	LYPLA1 counter	pPAFAH inh	PAFAH2 FP inh	PAFAH1B3 FP inh	PAD4 inh	PME-1 inh	PAFAH1B2 FP inh	Fam108B inh
O=[N+]([O-])c1ccc(Nc2ccc(N3CCOCC3)cc2)c([N+](=O)[O-])c1	4	-4	1	13	10	-3	4	5	4
CC1CCN(Cc2nnnn2CCCC(=O)NCCc2cnn(C)c2)CC1	0	0	4	3	12	0	0	4	-1
CCOC(=O)c1sc(N)c(C#N)c1CSc1nnc(C2CC2)n1N	12	-2	8	6	6	6	0	-3	2
Cc1[nH]c2ccccc2c1CN1CCN(c2ccccn2)CC1	15	-3	-4	4	3	0	0	1	3
O=C(CSc1nnc(-c2ccoc2)o1)N1CCOCC1	0	-2	0	-4	1	-7	-5	-1	-1
Cc1nn(-c2ccccc2)c(Cl)c1/C=N/O	2	-3	-2	3	6	1	-1	4	2
CC(=O)c1ccc(NC(=O)C(C)OC(=O)c2cccc(-n3cnnn3)c2)cc1 (stereo not drawn)	3	-2	-1	-1	1	0	-7	1	3
O=C1CC(C(=O)NC2CCCCC2)C(c2ccccc2)O1 (stereo not drawn)	-7	-1	4	2	9	3	2	5	3
CS(=O)(=O)c1ccc2nc(NC(=O)CN3CCCCCC3)sc2c1	7	-2	-10	-13	-2	-2	-3	-6	-1
CC(=O)c1c(C)[nH]c(C(=O)COC(=O)C2CC2)c1C	-1	-4	20	-1	0	0	-3	4	2
CCCC(=O)NC(=S)Nc1cccc(Cl)c1N1CCCCC1	2	-10	-3	-14	0	-4	-8	-1	-5
CC(C)NC(=O)C1CCN(C2CCN(Cc3nc4ccccc4s3)CC2)CC1	4	2	6	0	2	1	-7	1	-2

# Whole records, quoted from the list. Order of screens: GSTO1 counter	LYPLA1 counter	pPAFAH inh	PAFAH2 FP inh	PAFAH1B3 FP inh	PAD4 inh	PME-1 inh	PAFAH1B2 FP inh	Fam108B inh
# CC(=O)c1c(C)[nH]c(C(=O)COC(=O)C2CC2)c1C in the list: -1	-4	20	-1	0	0	-3	4	2
# O=[N+]([O-])c1ccc(Nc2ccc(N3CCOCC3)cc2)c([N+](=O)[O-])c1 in the list: 4	-4	1	13	10	-3	4	5	4
# O=C1CC(C(=O)NC2CCCCC2)C(c2ccccc2)O1 (stereo not drawn) in the list: -7	-1	4	2	9	3	2	5	3
# Cc1[nH]c2ccccc2c1CN1CCN(c2ccccn2)CC1 in the list: 15	-3	-4	4	3	0	0	1	3
# CCOC(=O)c1sc(N)c(C#N)c1CSc1nnc(C2CC2)n1N in the list: 12	-2	8	6	6	6	0	-3	2
